# STAT3 activator: increases IL-6 driven STAT3 reporter signal; U3A cells, IL-6 STAT3-luciferase reporter, luminescence; 100% = signal with IL-6 EC80 alone; activation (% of control), % at 5.6 µM; 190,000 tested, 0.91% active;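 active = activation above the screen-wide mean of compound activation plus 3 SD, cut at about 130% in these data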;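 also: 0% = background luminescence of wells with medium and substrate only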
#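 Material: STAT3-luciferase reporter U3A cells. Controls: IL-6-treated wells, 100% activation. Read-out: % activation versus median of IL-6-stimulated wells. Probe or stimulus: IL-6 stimulus at 33 ng/mL final. Timing: compound 1 h, then IL-6 6 h at 37 °C. Signal: reporter luminescence signal.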
# TNAP act hi DEA: activators of human TNAP at high phosphate acceptor concentration. P05186. purified TNAP, CDP-star luminescence, 1 M DEA, 30 min; active compounds read high; 0 = EDTA background, 1 = DMSO-only activity. activation factor at 20 µM. 200,000 tested, under 10 active;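 active = activation factor at least 2 at 20 µM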
#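 Test system – human TNAP · Doses – 20 µM single point · Incubation – 30 min, room temperature · Signal – luminescent substrate turnover signal · Read-out basis – activation factor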
# ROMK primary: modulates human ROMK potassium channel activity. P48048. Tet-inducible ROMK, thallium flux fluorescence; actives lie on both sides. B-score at 10 µM. 130,000 tested, 2% active. AID 1918;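 active = signal ratio slope over the read window, or its plate-corrected B-score, at least 3 SD from the plate mean, either direction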;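 also: B-score of the F/F0 ratio slope over 7 to 12 s after thallium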
# Target sequence (P48048 whole entry, looked up): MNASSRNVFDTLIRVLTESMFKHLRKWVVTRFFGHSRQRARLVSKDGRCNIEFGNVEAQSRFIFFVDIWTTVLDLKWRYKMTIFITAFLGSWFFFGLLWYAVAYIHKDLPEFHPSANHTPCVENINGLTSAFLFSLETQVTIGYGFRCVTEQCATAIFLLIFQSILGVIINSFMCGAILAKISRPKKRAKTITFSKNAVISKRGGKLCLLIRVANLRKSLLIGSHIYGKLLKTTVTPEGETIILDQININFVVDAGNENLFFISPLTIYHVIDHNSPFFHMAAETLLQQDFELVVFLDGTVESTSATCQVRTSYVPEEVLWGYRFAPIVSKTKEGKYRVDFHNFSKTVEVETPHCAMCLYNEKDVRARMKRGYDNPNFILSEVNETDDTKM
# STAT1 blocker: inhibitors of IFN-gamma induced STAT1 signaling; NIH 3T3 STAT1-luciferase reporter, luminescence; inhibition, % at 5.5 µM; AID 920; 200,000 tested, 0.35% active;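 active = inhibition above a set limit, the mean inhibition across all tested compounds plus 3 SD, cut at about 34% in these data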;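 also: 0% = IFN-gamma with DMSO and 100% = IFN-gamma with 300 µM nifuroxazide; values of inactives mirror those of a sister screen read the other way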
# SRC2 TRFRET art: flags TR-FRET format artefacts in PPARgamma SRC-2 recruitment agonist screen | TR-FRET artefact counter-screen; active compounds read high | TR-FRET ratio at 8 µM | 200,000 tested, 0.4% active | AID 1049; in the data active = TR-FRET ratio above about 2000; also: inactives centre near 1500
# bIAP inh: blocks bovine intestinal alkaline phosphatase activity; purified bovine IAP, CDP-star luminescence, 30 min; inhibition, % at 20 µM; 190,000 tested, under 10 active;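 active = over 50% inhibition of intestinal alkaline phosphatase at 20 µM in the single-dose screen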
#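 test system = bovine IAP enzyme | medium = DEA buffer 100 mM, pH 9.8, with MgCl2 1.0 mM, ZnCl2 0.02 mM | detection = luminescence | dosing = single compound dose of 20 µM, 2% DMSO final | incubation = 30 min reaction at room temperature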
# PPARg SRC-1 ag: promotes SRC-1 coactivator recruitment by human PPARgamma | P37231 | PPARgamma-SRC-1 coactivator recruitment biochemical assay | activation, % at 8 µM | 200,000 tested, 0.41% active | AID 631; in the data active = activation above about 19%;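 also: 0% = DMSO and 100% = reference agonist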
# Target sequence (P37231 whole entry, looked up): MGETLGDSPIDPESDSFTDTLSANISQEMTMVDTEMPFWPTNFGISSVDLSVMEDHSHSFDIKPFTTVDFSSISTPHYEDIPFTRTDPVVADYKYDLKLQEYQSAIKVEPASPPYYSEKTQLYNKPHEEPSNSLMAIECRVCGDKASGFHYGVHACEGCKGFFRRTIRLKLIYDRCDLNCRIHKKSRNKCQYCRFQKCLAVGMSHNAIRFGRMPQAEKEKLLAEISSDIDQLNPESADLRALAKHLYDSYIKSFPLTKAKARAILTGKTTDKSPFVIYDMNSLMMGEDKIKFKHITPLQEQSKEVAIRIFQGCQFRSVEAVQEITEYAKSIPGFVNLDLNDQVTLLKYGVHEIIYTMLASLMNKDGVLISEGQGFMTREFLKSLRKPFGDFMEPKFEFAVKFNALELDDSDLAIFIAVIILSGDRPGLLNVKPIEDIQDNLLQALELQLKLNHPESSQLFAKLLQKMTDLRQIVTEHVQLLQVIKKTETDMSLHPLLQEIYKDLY
# STAT3 blocker: reduces IL-6 driven STAT3 reporter signal; U3A cells, IL-6 STAT3-luciferase reporter, luminescence; host cell line lacks STAT1; inhibition, % at 5.5 µM; 190,000 tested, 0.89% active;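 active = inhibition above the mean inhibition across all screened compounds plus 3 SD, cut at about 44% in these data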;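 also: 0% = DMSO only wells and 100% = 100 µM nifuroxazide control wells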
# bIAP act: increases bovine intestinal alkaline phosphatase activity; AID 1016; 200,000 tested, 0.17% active; activation factor at 20 µM; purified bovine IAP, CDP-star luminescence, 30 min; active compounds read high; fold of DMSO-control signal, blank-subtracted;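 active = activation factor of 2 or more at 20 µM, a signal rise over negative controls twice the positive control's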
# PPARg SRC-2 ag: agonists of SRC-2 recruitment by human PPARgamma. P37231. PPARgamma LBD-SRC-2 recruitment, biochemical. activation, % at 8 µM. 200,000 tested, 0.34% active. AID 1032; in the data active = activation above about 22%;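 also: 0% = vehicle and 100% = reference agonist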
# PPARg SRC-3 ag: agonists of human PPARgamma SRC-3 coactivator recruitment | AID 731 | 200,000 tested, 0.26% active | P37231 | activation, % at 8 µM | biochemical PPARgamma/SRC-3 coactivator recruitment assay; in the data active = activation above about 23%;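 also: 0% = DMSO and 100% = reference agonist; some compounds past the cut are filed as inactive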
# An asterisk follows results filed as active; / = not tested or not shown.
# The first 14 entries, to show the layout:
canonical_smiles	STAT3 activator	TNAP act hi DEA	ROMK primary	STAT1 blocker	SRC2 TRFRET art	bIAP inh	PPARg SRC-1 ag	STAT3 blocker	bIAP act	PPARg SRC-2 ag	PPARg SRC-3 ag
N/C(=N\OC(=O)c1ccc(Cl)c([N+](=O)[O-])c1)c1ccccn1	90	1	-3.8*	3	1599	-2	14	17	1	10	10
COc1ccc(NS(=O)(=O)c2ccc(O)c(C(=O)OCC(=O)Nc3ccc4c(c3)OCCO4)c2)cc1	105	1.1	-0.14	-5	1719	16	6	-6	0.8	3	-3
CC(C)OC(=O)CSc1nnc(CNc2cccc(Cl)c2)n1C	99	1	-0.37	3	1569	12	0	3	0.9	5	-4
CCOc1ccc(C2C([N+](=O)[O-])=C(C)N(C)C(=O)N2C)cc1OC (centres undefined)	111	1	-0.13	-14	1585	-17	-7	-5	1.2	-4	2
CSc1nnc2c(n1)OC1(Nc3ccccc3-2)C(=O)Nc2ccccc21 (centres undefined)	99	1.1	-0.66	-12	1334	3	-4	1	1	-3	-4
CCOCC(=O)Nc1nnc(COCC)s1	96	1	0.94	1	1275	0	-6	8	1	-4	7
Cc1ccc(C)c(N2CCN(C(=O)CCc3nc4ccccc4[nH]3)CC2)c1	106	1.1	-0.7	-4	1406	18	1	-8	0.8	7	3
Cc1cccc(Nc2nnc(SCC3CCCCO3)s2)c1 (centres undefined)	106	1	/	-25	1435	11	-1	-12	0.9	-3	3
C=CCc1ccccc1OCC(O)CN1CCN(C(=O)OCC)CC1 (centres undefined)	99	1	/	3	1736	1	7	11	1	7	3
CCN(CC)CCNC(=O)Cc1nn(Cc2ccccc2)c(=O)c2ccccc12	105	1.1	-0.39	-4	1402	-10	-7	0	1.1	2	1
Cc1cc(C)n2nc(C(=O)NC(c3ccccc3)c3ccccc3)nc2n1	111	1	0.14	3	1491	0	5	-8	1	-1	2
C/C(CC(=O)Nc1cc(C)ccn1)=N\NC(=O)C(=O)NC(C)C	102	1	-0.53	-13	1544	-7	-1	-1	1.1	2	0
Cn1cc(CNCc2cn(C)nc2-c2ccc(C3CCCCC3)cc2)cn1	102	1	-1.7	-5	1597	-30	2	2	1.3	14	2
CC(C)CNC(=O)C(=O)NNC(=O)C1CCCCC1	101	1	-0.018	1	1653	-30	0	6	1.3	11	4

# Results, repeating the preview:
canonical_smiles	STAT3 activator	TNAP act hi DEA	ROMK primary	STAT1 blocker	SRC2 TRFRET art	bIAP inh	PPARg SRC-1 ag	STAT3 blocker	bIAP act	PPARg SRC-2 ag	PPARg SRC-3 ag
N/C(=N\OC(=O)c1ccc(Cl)c([N+](=O)[O-])c1)c1ccccn1	90	1	-3.8*	3	1599	-2	14	17	1	10	10
COc1ccc(NS(=O)(=O)c2ccc(O)c(C(=O)OCC(=O)Nc3ccc4c(c3)OCCO4)c2)cc1	105	1.1	-0.14	-5	1719	16	6	-6	0.8	3	-3
CC(C)OC(=O)CSc1nnc(CNc2cccc(Cl)c2)n1C	99	1	-0.37	3	1569	12	0	3	0.9	5	-4
CCOc1ccc(C2C([N+](=O)[O-])=C(C)N(C)C(=O)N2C)cc1OC (centres undefined)	111	1	-0.13	-14	1585	-17	-7	-5	1.2	-4	2
CSc1nnc2c(n1)OC1(Nc3ccccc3-2)C(=O)Nc2ccccc21 (centres undefined)	99	1.1	-0.66	-12	1334	3	-4	1	1	-3	-4
CCOCC(=O)Nc1nnc(COCC)s1	96	1	0.94	1	1275	0	-6	8	1	-4	7
Cc1ccc(C)c(N2CCN(C(=O)CCc3nc4ccccc4[nH]3)CC2)c1	106	1.1	-0.7	-4	1406	18	1	-8	0.8	7	3
Cc1cccc(Nc2nnc(SCC3CCCCO3)s2)c1 (centres undefined)	106	1	/	-25	1435	11	-1	-12	0.9	-3	3
C=CCc1ccccc1OCC(O)CN1CCN(C(=O)OCC)CC1 (centres undefined)	99	1	/	3	1736	1	7	11	1	7	3
CCN(CC)CCNC(=O)Cc1nn(Cc2ccccc2)c(=O)c2ccccc12	105	1.1	-0.39	-4	1402	-10	-7	0	1.1	2	1
Cc1cc(C)n2nc(C(=O)NC(c3ccccc3)c3ccccc3)nc2n1	111	1	0.14	3	1491	0	5	-8	1	-1	2
C/C(CC(=O)Nc1cc(C)ccn1)=N\NC(=O)C(=O)NC(C)C	102	1	-0.53	-13	1544	-7	-1	-1	1.1	2	0
Cn1cc(CNCc2cn(C)nc2-c2ccc(C3CCCCC3)cc2)cn1	102	1	-1.7	-5	1597	-30	2	2	1.3	14	2
CC(C)CNC(=O)C(=O)NNC(=O)C1CCCCC1	101	1	-0.018	1	1653	-30	0	6	1.3	11	4
CS(=O)(=O)Nc1cccc(C2=NN(S(=O)(=O)c3ccc(F)cc3)C(c3cccs3)C2)c1 (centres undefined)	102	1	-0.2	1	1502	8	5	1	0.9	-3	0
O=C(Nc1cccc2cccnc12)c1ccc2c(c1)OCCO2	118	1.1	-0.44	-15	1670	26	-4	-22	0.7	-4	-4
O=C1CNC(=O)/C1=C/c1ccccc1	103	1.1	0.64	-9	1479	12	2	-3	0.9	4	2
O=C(Nc1ccccc1C(=O)O)c1ccc(Cl)c(S(=O)(=O)N2CCOCC2)c1	88	1	0.024	51*	1678	6	4	19	0.9	2	0
CCOC(=O)C1=C(O)/C(=C/c2ccccn2)SC1=Nc1ccc(Cl)cc1	86	1	-1.3	6	1543	/	14	15	0.4	8	7
Cn1ncc([N+](=O)[O-])c1C(=O)Nc1ccc(C2CCCCC2)cc1	93	1	-0.38	-23	1737	2	-4	15	1	10	1
COc1ccccc1CNC(=O)CNC(=O)Cn1cnc2ccccc2c1=O	98	1.1	/	5	1665	5	4	9	0.9	1	-5
C=CCNC(=O)c1onc(CCl)c1C(=O)OC	108	1	1.2	-5	1394	8	4	-1	0.9	-2	1
Cc1cccc(N2CC(=O)N(c3cccc(C)c3)CC2=O)c1	103	1.1	0.55	5	1734	6	11	2	0.9	6	9
COc1ccc(CN(C)CC(=O)Nc2sc3c(c2C#N)CCC3)c(OC)c1	103	0.9	0.12	8	1696	-14	-6	-3	1.1	-4	2
CCOc1ccc(S(=O)(=O)N2CCC(C(N)=O)CC2)c2ccccc12	91	1.1	-0.26	11	1598	-5	6	14	1	-4	5
CCc1nnc(NC(=O)CSc2nnc(COc3ccccc3C)o2)s1	93	1.1	0.088	-4	1450	2	4	9	1	4	9
c1ccc2c(-c3nnc(SCc4cn5ccccc5n4)o3)c[nH]c2c1	91	1	0.38	2	1347	27	-5	12	0.7	4	7
Cc1cccc(Nc2nc(N)c([N+](=O)[O-])c(N3CC(C)CC(C)C3)n2)c1 (centres undefined)	97	1.1	-0.85	0	1634	16	-2	3	0.8	-4	1
CC(C)CN(C(=O)COC(=O)c1ccc2c(c1)NC(=O)CS2)C1CCS(=O)(=O)C1 (centres undefined)	99	1	0.77	-6	1551	13	9	6	0.9	-15	-4
Cc1cc(C)n(CCOC(=O)c2sc3ccccc3c2Cl)n1	91	1.1	-1.7	2	1546	1	2	13	1	5	9
CC(=O)Nc1ccc2oc(-c3cc(F)c(F)cc3Cl)nc2c1	63	1	/	-37	1525	13	0	46*	0.9	-2	-10
Cc1cc(C)n2nc(SCCC(=O)NCc3ccccc3)nc2n1	99	1	-0.46	2	1637	-8	8	8	1.1	2	-2
COC(=O)c1ccccc1NC(=O)c1ccc(-c2ccc(Br)cc2)o1	96	1.1	-0.005	-41	1504	4	2	4	1	6	-1
CC(C)NS(=O)(=O)c1ccc(CCC(=O)Nc2ccc3c(c2)OCO3)cc1	97	1.1	/	3	1444	16	3	5	0.8	-2	-2
CCOC(=O)C1=C(O)/C(=C\c2cccs2)N=C1C	93	1	-0.88	0	1752	11	11	12	0.9	10	-1
CCOc1ccccc1N1CCN(Cc2ccc(OC)c(OC)c2)CC1	99	1	/	2	1486	-1	4	7	1	0	-4
CCc1nnc(NC(=O)Cn2nnc(-c3ccccc3F)n2)s1	104	1	-0.038	-1	1436	-5	1	2	1.1	1	-1
CCN(Cc1ccccc1)S(=O)(=O)c1cc(C(=O)NCC2CCCCC2)ccc1OC	96	1.1	-0.96	-1	1616	0	9	7	1	12	4
O=S(=O)(c1cccs1)N1CCC(Cc2ccccc2)CC1	108	1	-1.3	-2	1391	-2	-8	-6	1	0	-1
Cc1ccccc1NC(=O)c1ccc2snnc2c1	88	1	-1.2	6	1609	4	7	17	1	3	-3
CCCC(=O)Nc1ccc(C(=O)n2nnc3ccccc32)cc1	93	1	/	11	1591	10	0	13	0.9	2	0
CCOc1ccc(C2=Nn3c(nnc3-c3cccnc3)SC2)cc1	89	1.1	0.025	-15	1643	6	-2	17	0.9	0	-3
CC1(C)Cc2nc3sc4c(=O)n(Cc5ccccc5)cnc4c3cc2CS1	111	1	0.00059	-9	1494	3	2	-10	1	-2	-7
CCN(CC)c1ccc(NC(=O)CCCOc2cccc(C)c2)cc1	104	1.1	/	6	1534	4	-1	-2	1	3	4
O=C(NCc1ccccc1)C(=O)NCC1OCCN1S(=O)(=O)c1cccs1 (centres undefined)	105	1	0.28	-2	1705	14	2	-6	0.9	6	2
COCc1nc2sc(C)c(C)c2c(=O)[nH]1	101	1	-0.17	10	1564	-3	3	2	1	9	21
O=C(Cc1ccc(Cl)cc1)NCCCn1ccnc1	110	1	/	1	1380	9	-9	-6	0.9	-3	6
c1ccc(-c2nnc(N3CCN(c4ccccn4)CC3)c3ccccc23)cc1	87	1.1	-1.9	2	1482	11	-5	19	0.9	5	-12
O=C(Nc1cc(Sc2ccccn2)cc([N+](=O)[O-])c1)c1cccc(Cl)c1	102	1	/	9	1537	6	0	-2	0.9	-2	7
CCCCNC(=O)c1onc(CSc2ccccc2CC)c1C(=O)O	7	0.9	/	3	1366	1	-3	120*	1	-12	-10
N#CC1=C(N)Oc2cc(O)c(C=Nc3ccccc3)cc2C1c1ccccc1 (centres undefined)	108	1	/	-2	1737	-8	7	-14	1.1	5	-2
Cc1nc(Nc2ccc(S(N)(=O)=O)cc2)oc1C	96	1.1	0.01	-2	1480	7	11	9	0.9	-7	-7

# Screens (PubChem)
